# Screens as filed in PubChem BioAssay.
# NALP1 yeast inh: NALP1 inflammasome inhibitors in reconstituted yeast, colorimetric, S. cerevisiae, triplicate retest | S. cerevisiae NALP1/ASC/caspase-1 growth, X-gal OD620, 72 h | inhibition, % at 10 µM | hit rate 0.61% among 280,000; in the data active means inhibition mostly above about 24%, no sharp cut-off; inactive means mostly below about 32%; further: some compounds called inactive have numbers as strong as hits
# HCV NS3 hel inh: inhibitors of HCV NS3 helicase, primary screen, biochemical, Cy5 molecular beacon fluorescence. NS3 helicase DNA unwinding. inhibition, % at 10.9 µM. hit rate 0.56% among 290,000. AID 1800, 2009;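 active means inhibition above the mean of all tested compounds plus 3 SD, set per campaign, cut at about 35% in these data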;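 further: 0% = DMSO wells and 100% = thioflavine S control wells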
#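 System: NS3 helicase fragment of HCV / Schedule: 1 h at 25 °C / Control set: DMSO alone as 0% and 110 µM thioflavine S as 100% / Reagent: Cy5/quencher beacon DNA duplex and ATP to start / Technique: Cy5 fluorescence / Replication: singlicate / Evaluation: % inhibition of end-to-start signal ratio versus controls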
# MEKK2mut PB1 HTS: MEK5 binding signal on mutant MEKK2 PB1, primary screen, biochemical, multiplex bead flow cytometry, Alexa488-MEK5 | hit rate 0.35% among 290,000 | percent response, % at 10 µM | Alexa488-MEK5 binding to MEKK2 mutant; in the data active means percent response above about 24%, passing the limit was not always enough; further: inactives centre near 1; some results filed as inactive read as strong as hits
# VIM-2 inh: VIM-2 metallo-beta-lactamase inhibitors, primary screen, biochemical, epi-absorbance readout, Pseudomonas aeruginosa enzyme; inhibition, % at 5.6 µM; purified VIM-2, nitrocefin hydrolysis, epi-absorbance fluorescence; hit rate 0.89% among 290,000;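 active means inhibition above the mean of all tested compounds plus 3 SD, cutoff set per screening run, cut at about 7.5% in these data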;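 further: red hydrolysis product quenches plate fluorescence so inhibitors raise well fluorescence; 0% = enzyme with DMSO and 100% = DMSO without enzyme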
# PfM18AAP inh: PfM18AAP inhibitors, malaria aminopeptidase, primary screen, biochemical, QFRET, recombinant enzyme; M18 aspartyl aminopeptidase (Plasmodium falciparum 3D7); H-Glu-NHMec fluorogenic cleavage; inhibition, % at 7.35 µM; hit rate 1.2% among 290,000; AID 1822, 2009;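 active means inhibition above the campaign mean inhibition over all tested compounds plus 3 SD, cut at about 28% in these data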;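 further: 0% = plate median of test compound wells and 100% = 2 mM ZnCl2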
# IMP-1 inh: IMP-1 metallo-beta-lactamase inhibitors, primary screen, biochemical, epi-absorbance readout, Pseudomonas aeruginosa enzyme; metallo-beta-lactamase IMP-1 (Pseudomonas aeruginosa); purified IMP-1, nitrocefin hydrolysis, epi-absorbance fluorescence; hit rate 0.45% among 290,000; inhibition, % at 5.6 µM; AID 1556, 2009;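 active means inhibition above the mean plus 3 SD of all compounds in the same screening run, cut at about 4.5% in these data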;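 further: 0% = IMP-1 with DMSO and 100% = DMSO wells lacking enzyme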
#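 Assay system: purified recombinant IMP-1 beta-lactamase. Input: IMP-1 0.2 nM before substrate addition. Buffer or medium: Zinc- and detergent-supplemented HEPES buffer, pH 7.1. Schedule: 25 °C, 15 min preincubation, 25 min reaction. Signal: Epi-absorbance fluorescence, 480 nm excitation, 530 nm emission. Evaluation: percent inhibition from optical density relative to buffer-blank wells.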
# SUMO HTRF inh: inhibitors of in vitro SUMOylation cascade, primary screen, biochemical, HTRF, uHTS; AID 2006, 2009; inhibition, % at 35 µM; HTRF SUMOylation assay, SAE1/SAE2 + UBC9; SUMO-conjugating enzyme UBC9 (Homo sapiens), P63279; hit rate 0.36% among 290,000; in the data active means inhibition above about 50%, passing the limit was not always enough; further: strong numbers were not always called active
# Target sequence (P63279 whole entry, looked up): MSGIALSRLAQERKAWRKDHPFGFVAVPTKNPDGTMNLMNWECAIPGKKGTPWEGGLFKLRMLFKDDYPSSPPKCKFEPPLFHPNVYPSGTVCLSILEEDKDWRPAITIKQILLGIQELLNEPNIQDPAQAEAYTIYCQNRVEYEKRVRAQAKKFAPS
# MEKK2 WT-MEK5: modulators of MEK5 binding to wildtype MEKK2, primary screen, biochemical, multiplex bead flow cytometry, Alexa488-MEK5 | Mitogen-activated protein kinase kinase kinase 2 (Homo sapiens), Q9Y2U5 | Alexa488-MEK5 binding to MEKK2 WT; actives lie on both sides | binding response (% of control), % at 10 µM | hit rate 1.1% among 290,000 | AID 1531, 2009; in the data active means binding response below about 67% or above about 130%
# DNA FID counter: compounds displacing fluorescent DNA intercalator, primary screen, artefact control for HCV NS3 helicase inhibitor project, biochemical, FID fluorescence; hit rate 0.17% among 290,000; AID 1845, 2009; inhibition, % at 7.9 µM; DNA fluorescent intercalator displacement; in the data active means inhibition above about 37%;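 further: 0% = vehicle and 100% = reference compound; higher means more ethidium bromide displaced from hairpin DNA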
# Numbers without * were called inactive; . = no result given.
SMILES,NALP1 yeast inh,HCV NS3 hel inh,MEKK2mut PB1 HTS,VIM-2 inh,PfM18AAP inh,IMP-1 inh,SUMO HTRF inh,MEKK2 WT-MEK5,DNA FID counter
CCN(CCNC(=O)c1cc(C)nn1-c1ccccc1)c1ccccc1,25.4,5.3,15.0,-2.4,4.8,-1.8,2.6,113.0,-19.1
Cc1ccc(C)c(NC(=O)CCC(=O)NNC(=O)c2cccs2)c1,6.1,-1.1,-2.0,-2.0,-0.8,-4.3,1.3,97.0,-0.1
CCOC(=O)CN(C)Cc1cn[nH]c1-c1ccc2cc(OC)ccc2c1,12.2,-0.9,14.0,-2.0,2.7,-3.7,0.4,110.0,-11.3
O=C(NCCc1cccs1)C1CCC(=O)N(CCc2cccc(F)c2)C1 (stereo not drawn),28.9,6.5,0.0,-0.6,6.2,-0.8,0.8,102.0,-38.6
Nc1ccc(-c2nc3ccccc3[nH]2)cc1,.,1.7,3.0,-1.1,2.4,-4.0,15.1,110.0,10.7
CCn1c(SCc2nc(-c3cccs3)no2)nnc1-c1c[nH]c2ccccc12,33.7,-11.4,-4.0,-2.1,4.8,-2.7,6.9,91.0,-29.5
Brc1cccc(-c2nnc(SCc3nc4ccccc4[nH]3)o2)c1,-12.1,2.3,.,-1.2,-0.6,-5.7,-22.8,.,-8.9
CC(=O)Nc1ccc(N(C(=O)c2cnccn2)C(C(=O)NC2CCCCC2)c2ccc(F)cc2)cc1 (stereo not drawn),18.1,8.3,5.0,-3.0,-7.8,-2.6,16.1,103.0,-30.9
Cc1nn(-c2ccccc2)c2sc(C(=O)OCn3nnc4ccccc4c3=O)cc12,21.1,7.1,-1.0,-2.2,-1.2,-2.4,9.6,99.0,-1.7
Cc1ccc(/C=C2\SC(N)=NC2=O)s1,19.7,1.2,-2.0,-2.3,-6.0,-3.0,-8.0,94.0,1.8
COc1ccc(CC(=O)Oc2cc(C)ccc2C)cc1,-3.6,-17.7,-6.0,-0.6,-13.5,-1.4,5.1,98.0,-24.0
C/C(=N\Nc1ccc(C(=O)O)cc1)c1ccc(Cl)s1,-2.0,8.9,0.0,-4.2,7.8,-5.2,19.7,99.0,-13.7
CCOC(=O)/C(=C\c1ccc(OC(F)F)cc1)C1=Nn2c(nnc2-c2ccc(Cl)cc2)SC1,31.7,4.8,-2.0,0.6,-3.8,-3.3,29.9,100.0,-6.7
C=CCNC(=S)NNC(=O)C(CC(C)C)CC(C)O (stereo not drawn),.,8.9,2.0,-2.7,-3.1,-3.9,-7.9,94.0,-8.6
CCOC(=O)C1C(=O)C=C(c2ccc(OC)cc2)CC1c1ccco1 (stereo not drawn),4.3,1.6,22.0,-2.3,4.5,-1.2,18.3,115.0,-25.2
Cc1ccc(CC2C(=O)N(c3ccccc3)C(=O)C2C)cc1 (stereo not drawn),16.3,3.6,11.0,-1.1,-7.6,-0.6,2.4,113.0,-6.1
O=C(COC(=O)C1(c2ccc(F)cc2)CCCC1)NC1CC1,-17.0,1.0,8.0,-1.5,8.2,-1.5,3.9,107.0,-5.5
c1ccc(-c2noc(CC3CCCCC3)n2)cc1,-6.6,2.6,-1.0,-1.1,3.4,-2.4,-13.5,97.0,-2.3
COc1ccc(N=CC2=C(O)CC(C)(C)CC2=O)cc1OC,5.8,-3.0,-1.0,-1.4,6.6,-2.9,19.3,102.0,-20.1
CC(=O)N1c2ccc(S(=O)(=O)N3CCC(C(=O)NCc4ccc(N(C)C)cc4)CC3)cc2CC1C (stereo not drawn),14.6,0.7,0.0,-2.9,5.7,-0.9,.,105.0,-39.5
CCOc1ccc(C(=O)N/N=C/c2ccc(-c3ccc(S(=O)(=O)Nc4ncccn4)cc3)o2)cc1,18.8,10.1,6.0,-3.5,2.9,-3.2,21.4,97.0,-35.2
Cc1cc(C(=O)N/N=C/c2ccc(-c3ccc([N+](=O)[O-])cc3C)o2)n[nH]1,5.0,20.8,10.0,-1.9,8.0,-2.3,16.7,103.0,-29.3
O=c1[nH]c(NNC(=S)NCc2ccccc2)nc2c1C1(CCCCC1)Cc1ccccc1-2,-5.8,15.4,-1.0,-5.0,27.6,-4.5,-37.2,94.0,-33.7
COc1ccc(NC(=O)C2CC(=O)n3c(nc4ccccc43)N2)cc1 (stereo not drawn),.,-18.6,4.0,-3.2,-3.4,-4.4,24.9,104.0,-1.9
CCn1c(=O)cc(SCC(=O)Nc2ccc3c(c2)OCCO3)c2ccccc21,3.8,-6.2,3.0,-4.6,3.9,-2.8,7.2,109.0,-26.5
CCc1cc2c(N[C@@H](Cc3c[nH]c4ccccc34)C(=O)O)ncnc2s1,-5.0,13.6,-1.0,-1.4,6.8,-1.8,-4.5,99.0,-36.3
CCN(CC)C(=O)CSc1nnc(COc2ccccc2)n1N,-5.5,18.8,0.0,-1.5,-2.3,-1.6,-16.2,101.0,-8.0
CCN1CCN(Cc2ccc(C(=O)Nc3ccc(C)c(NCc4cnc(NC(=O)OC)cn4)c3)cc2C(F)(F)F)CC1,3.5,-97.2,6.0,-3.0,2.9,-0.4,18.2,123.0,22.3
CCOC(=O)C(CCCCCOc1ccc([N+](=O)[O-])cc1)C(=O)OCC,-3.3,-7.4,-5.0,0.2,3.6,-1.4,3.2,94.0,-11.6
CCOC(=O)C=Nc1c(N)n(C)c(=O)n(C)c1=O,19.8,-3.4,0.0,0.7,3.4,-1.7,-1.7,97.0,-1.5
CC(=O)N1CCN(c2ccc(NC(=O)c3ccco3)cc2)CC1,9.7,-4.2,1.0,-1.4,3.2,-0.9,8.5,103.0,-1.3
O=C(CCl)N1CCCC1c1ccc2c(c1)OCCO2 (stereo not drawn),-9.4,-1.2,7.0,-4.3,10.5,1.9,8.6,111.0,1.5
Fc1cccc(CSc2ncnc3c2oc2ccccc23)c1,5.3,7.8,18.0,-1.2,-2.2,-6.9,9.0,124.0,1.6
CC1CCCN(CC(=O)Nc2ccc(S(=O)(=O)N3CCCC3)cc2)C1 (stereo not drawn),25.7,-3.9,-1.0,-2.2,-0.6,-0.2,1.1,103.0,5.8
Cc1ccccc1NC(=S)NC(=O)COc1ccccc1C,15.0,7.8,-3.0,-2.4,-16.6,-0.5,1.9,101.0,-21.9
Cc1ccc(S(=O)(=O)N(C)c2c(C)ccc(S(=O)(=O)Nc3ccncc3)c2C)cc1,-6.1,-7.2,-3.0,-2.4,-1.0,-4.2,-2.5,96.0,-14.9
CC(=O)Nc1ccc(S(=O)(=O)NC2(C(F)(F)F)C(=O)Nc3c2c(=O)[nH]c(=O)n3Cc2cccnc2)cc1 (stereo not drawn),-2.1,-10.1,8.0,-2.3,-1.3,-1.7,17.6,108.0,1.0
O=C(NC1CCCCCC1)c1ccc[nH]c1=S,-7.1,10.0,-10.0,-4.2,53.2*,-4.3,12.7,97.0,-4.1
Cc1ccc(C(=O)C(NC(=O)c2ccco2)Nc2sc3c(c2C(N)=O)CCCC3)cc1 (stereo not drawn),-1.6,3.8,-1.0,-2.9,39.8*,-2.6,8.3,94.0,-17.2
Cc1ccc(Cn2nnc3c(=O)[nH]c(C4CCCN(S(=O)(=O)c5ccccc5F)C4)nc32)cc1 (stereo not drawn),10.4,12.6,1.0,-2.6,-11.7,-0.6,9.0,102.0,-25.7
CC(=O)Nc1nc2ccccc2n1CCOc1ccccc1Cl,8.3,-4.6,2.0,-3.0,4.3,-1.1,19.7,105.0,-11.8
O=c1cc(NCCCO)c2ccccc2o1,34.7,2.6,1.0,-5.2,12.4,-3.9,2.3,94.0,-2.8
COc1ccc(S(=O)(=O)N2CCC(C(=O)NC3CCCC3)CC2)cc1OC,1.2,-0.3,0.0,-3.1,1.8,-5.2,0.2,99.0,-10.4
Cc1ccc(-c2csc(NCCn3c(C(F)(F)F)nc4ccccc43)n2)cc1,22.7,-13.3,-4.0,-0.7,-1.0,-2.1,2.9,94.0,-19.4
Cc1cc(C)n(CCCNC(=O)c2cc(COc3ccc(C)c(C)c3)on2)n1,8.8,-1.9,3.0,-2.7,2.9,-1.8,-7.3,96.0,-34.8
O=C(CSCc1ccc([N+](=O)[O-])cc1)Nc1cccc(C(=O)Nc2ccccc2C(=O)O)c1,-2.1,13.8,3.0,0.5,-9.6,-1.6,22.5,104.0,-8.4
O=C(N/N=C/c1ccc([N+](=O)[O-])cc1)c1cccs1,-3.4,-1.3,-2.0,-2.4,9.3,-2.7,8.1,98.0,2.4
COc1cccc(NC(=O)N2CCN(c3cccc(C)c3)C(C)C2)c1 (stereo not drawn),-6.6,-0.1,3.0,-2.7,-1.7,-4.2,3.3,105.0,-22.7

# Record cards, as listed above.
# Entry for Cc1ccc(C(=O)C(NC(=O)c2ccco2)Nc2sc3c(c2C(N)=O)CCCC3)cc1 (stereo not drawn) = NALP1 yeast inh = -1.6; HCV NS3 hel inh = 3.8; MEKK2mut PB1 HTS = -1.0; VIM-2 inh = -2.9; PfM18AAP inh = 39.8*; IMP-1 inh = -2.6; SUMO HTRF inh = 8.3; MEKK2 WT-MEK5 = 94.0; DNA FID counter = -17.2
# Entry for O=c1cc(NCCCO)c2ccccc2o1 = NALP1 yeast inh = 34.7; HCV NS3 hel inh = 2.6; MEKK2mut PB1 HTS = 1.0; VIM-2 inh = -5.2; PfM18AAP inh = 12.4; IMP-1 inh = -3.9; SUMO HTRF inh = 2.3; MEKK2 WT-MEK5 = 94.0; DNA FID counter = -2.8

# The list goes on:
SMILES,NALP1 yeast inh,HCV NS3 hel inh,MEKK2mut PB1 HTS,VIM-2 inh,PfM18AAP inh,IMP-1 inh,SUMO HTRF inh,MEKK2 WT-MEK5,DNA FID counter
COc1ccc(N2CCN(Cc3nc4c(c(=O)[nH]c(=O)n4C)n3Cc3cccc(Cl)c3)CC2)cc1,-15.7,.,5.0,.,.,.,-0.5,94.0,.
CCOC(=O)C(C)n1nc(/C=C/c2ccccc2)ccc1=O (stereo not drawn),-4.8,-4.8,-2.0,-7.0,1.0,-2.0,10.8,99.0,-23.4
Nc1cc(Cl)ccc1C(=O)OCC(=O)N1CCOCC1,27.2,-1.3,1.0,-2.3,3.6,-3.5,21.3,101.0,1.1
O=C(NCc1ccccc1Cl)c1cccc(NC(=O)c2ccccc2)c1,27.3,0.5,16.0,-1.9,-6.6,-4.6,17.3,105.0,-16.8
COc1ccc(F)cc1S(=O)(=O)Nc1ccc2c(c1)OCO2,8.8,-3.0,.,-1.3,-4.4,-0.7,16.8,.,-9.7
C=Cc1cccc(NC(=O)COc2ccccc2)c1,-4.3,1.7,-5.0,0.7,-2.9,-2.7,-20.7,93.0,-7.2

# Compounds as they come; overall some 4.7% were active at least once.
